KCNK3 block: human KCNK3 channel inhibitors, primary screen, CHO cells, FluxOR thallium flux, B-score | Potassium channel subfamily K member 3 (Homo sapiens), O14649 | FluxOR fluorescence; hits give low values | B-score at 10 µM | 340,000 compounds, 0.84% hits | AID 602410, 2012;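 active = B-score under library mean minus 4 SD, starting fluorescence ratio at most library mean plus 5 SD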;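 also: more negative B-score means stronger inhibition of thallium flux through KCNK3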
Target sequence (O14649 whole entry, looked up): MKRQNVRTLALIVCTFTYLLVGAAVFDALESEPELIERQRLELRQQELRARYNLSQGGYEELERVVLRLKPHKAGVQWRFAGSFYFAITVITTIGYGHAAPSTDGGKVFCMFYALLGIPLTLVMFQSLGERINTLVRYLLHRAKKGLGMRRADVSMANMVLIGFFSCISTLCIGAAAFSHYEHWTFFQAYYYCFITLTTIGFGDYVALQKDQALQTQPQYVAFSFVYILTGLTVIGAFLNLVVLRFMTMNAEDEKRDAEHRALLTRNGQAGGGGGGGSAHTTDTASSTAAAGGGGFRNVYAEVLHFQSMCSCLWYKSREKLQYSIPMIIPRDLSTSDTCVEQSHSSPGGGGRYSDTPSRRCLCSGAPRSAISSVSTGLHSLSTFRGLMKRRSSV
KCNQ1 pot: potentiators or activators of KCNQ1 channel, primary screen, cell-based, thallium flux, high-throughput; Potassium voltage-gated channel subfamily KQT member 1 (Homo sapiens), P51787; CHO-K1 KCNQ1, thallium flux FluxOR fluorescence; hits give high values; B-score at 10 µM; 310,000 compounds, 0.35% hits; AID 2648, 2010;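 active = fluorescence ratio B-score, a plate-corrected score, at least three library SD, with initial intensity B-score within 5 SD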
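System: CHO-K1 cells stably expressing KCNQ1 / Medium: assay buffer for compound exposure, DMSO matched across wells / Reagent: thallium- and potassium-containing depolarizing buffer / Compound: one concentration, matched DMSO / Incubation: 20 min compound pretreatment at room temperature / Measured by: kinetic FluxOR fluorescence, 10 s baseline plus 110 s post-stimulus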
RGS4 pot: RGS4 potentiators or activators, primary screen, cell-based, HEK293 M3R inducible RGS4, calcium flux; 310,000 compounds, 0.92% hits; carbachol calcium flux Fluo4; hits give low values; AID 463111, 2010; B-score at 10 µM;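 active = B-score of the integrated calcium signal more than 4 SD below the library mean, with starting fluorescence not abnormally high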;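 also: negative B-score means reduced calcium response which marks RGS4 activation or potentiation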
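Also added: carbachol at ECmax as muscarinic agonist stimulus; Assay system: HEK293 cells with stable M3R and inducible RGS4; Timing: overnight RGS4 induction, 30 min dye load 37 °C, 20 min compound RT; Measured by: Fluo4-AM (2 µM) calcium-flux fluorescence, kinetic read.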
GSK3A inh: blockers of GSK3A enzyme activity – biochemical, luminescence, cell-free homogeneous, HTS, primary screen; inhibition, % at 10 µM; Glycogen synthase kinase-3 alpha (Homo sapiens), P49840; GSK-3 alpha kinase, ADP-Glo luminescence, 60 min; 320,000 compounds, 0.1% hits; AID 2650, 2010;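 in the data active = inhibition above about 50%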;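 also: GST-tagged GSK-3 alpha with peptide substrate and 25 µM ATP; 0% = DMSO neutral wells and 100% = GW8510 positive control wells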
GSK3beta inhib: human GSK3beta kinase inhibitors, primary screen, biochemical, cell-free homogeneous, HTS; activity score (negative = inhibition), % at 10 µM; 300,000 compounds, 0.038% hits; AID 2097, 2009; GST-GSK3beta kinase, ADP-Glo luminescence, 60 min; hits give low values;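 active = more than half of replicate wells score below -50%, meaning over 50% inhibition versus plate controls; inconclusive = some replicates but at most half score below -50%; inactive = no replicate scores below -50%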;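 also: 0% = median DMSO wells and -100% = median GW8510 positive control wells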
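Test system: GST-fused GSK3beta enzyme, cell-free | Quantity: 1.6 ng GST-GSK3beta enzyme per well | Reagent: 25 µM ATP with peptide substrate | Schedule: 60 min enzyme reaction, room temperature | Signal: Luminescent ADP-Glo measurement of ADP formed | Read-out basis: Score relative to plate controls | Control set: DMSO and 20 µM GW8510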
KCNQ1 block: inhibitors of human KCNQ1 channel, primary screen, cell-based, thallium flux, high-throughput. Potassium voltage-gated channel subfamily KQT member 1 (Homo sapiens), P51787. CHO-K1 KCNQ1, FluxOR thallium flux fluorescence; hits give high values. B-score at 10 µM. 310,000 compounds, 1.3% hits. AID 2642, 2010;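 active = compounds whose thallium flux B-score, printed positive for inhibition, exceeds three library SD while starting fluorescence stays within three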;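 also: channel opened by potassium depolarization with thallium stimulus after 20 min compound exposure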
KCNK9 block: KCNK9 potassium channel inhibitors, primary screen, HEK293 cells, thallium flux; 310,000 compounds, 1.2% hits; FluxOR thallium flux fluorescence; hits give low values; Potassium channel subfamily K member 9 (Homo sapiens), Q9NPC2; B-score at 10 µM;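 active = ratio B-score over 3 SD below the library mean, with starting fluorescence within 5 SD of its mean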;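 also: negative B-score means less thallium flux so channel inhibition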
Dyrk1A ADPGlo: rat Dyrk1A kinase inhibitors, primary screen, biochemical, single point, plate reader; Dual specificity tyrosine-phosphorylation-regulated kinase 1A (Rattus norvegicus), Q63470; ADP-Glo luminescence, NFATc1 peptide; inhibition, % at 12.5 µM; 310,000 compounds, 0.43% hits; in the data active = inhibition above about 50%;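 also: plate controls were vehicle with enzyme for no effect and no enzyme for full effect; many of its hits are not listed in these tables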
HDAC3 inhib: HDAC3 deacetylase inhibitors, primary screen, biochemical, fluorescence, cell-free homogeneous. inhibition, % at 8.3 µM. 320,000 compounds, 0.15% hits. recombinant HDAC3, fluorogenic peptide/trypsin coupled; in the data active = inhibition above about 26%, passing the limit was not always enough; inconclusive = no clear call, values can overlap the other calls
Target sequence (O15379 whole entry, looked up): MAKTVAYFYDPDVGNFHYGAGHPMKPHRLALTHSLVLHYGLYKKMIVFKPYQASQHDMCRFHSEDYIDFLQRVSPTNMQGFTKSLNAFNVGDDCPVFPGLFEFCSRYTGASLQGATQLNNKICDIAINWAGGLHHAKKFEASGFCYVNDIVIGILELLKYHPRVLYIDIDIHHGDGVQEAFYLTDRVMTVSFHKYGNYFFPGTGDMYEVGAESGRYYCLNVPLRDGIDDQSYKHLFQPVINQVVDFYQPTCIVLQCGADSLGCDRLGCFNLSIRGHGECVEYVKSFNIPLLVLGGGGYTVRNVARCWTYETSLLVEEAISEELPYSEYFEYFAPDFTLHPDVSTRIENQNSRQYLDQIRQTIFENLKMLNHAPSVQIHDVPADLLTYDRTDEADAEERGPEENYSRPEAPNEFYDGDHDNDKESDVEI
hERG rescue: hERG rescue from dofetilide block, primary screen, cell-based, CHO-hERG, FluxOR thallium flux, dofetilide IC70; activation (rescue from dofetilide block), less the hit threshold, % at 10 µM; Voltage-gated inwardly rectifying potassium channel KCNH2 (Homo sapiens), Q12809; dofetilide IC70 present; 310,000 compounds, 0.51% hits;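 active = activation above the mean of controls blocked by dofetilide plus 5 SD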;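 also: thallium influx through hERG after potassium depolarization seen as dye fluorescence rise; in these data hits start at about 4.7%; inactives centre near -7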
PolyA inh: polyadenylation inhibitors in yeast reporter cells, primary screen, luminescence, S. cerevisiae; S. cerevisiae SKY197-pL101 polyadenylation reporter, beta-gal luminescence; efflux-impaired pdr1/pdr3 knockout yeast; score 100 = 6 SD above DMSO; calls only at 12 µM; 300,000 compounds, 0.02% hits; AID 1875, 2009;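 active = lowest replicate activity score at least 50, where 100 means six control SD above control mean; inconclusive = lowest score under 50 but half or more replicates reach 50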;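 also: yeast exposed to compound for 9 h at 30 °C; higher score means more reporter readthrough which indicates perturbed polyadenylation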
An asterisk follows results filed as active; i = inactive; ? = inconclusive; / = no result given. Only part of the results is shown (hit frequency here may not be typical).

SMILES	KCNK3 block	KCNQ1 pot	RGS4 pot	GSK3A inh	GSK3beta inhib	KCNQ1 block	KCNK9 block	Dyrk1A ADPGlo	HDAC3 inhib	hERG rescue	PolyA inh
Cc1cccc(OCC(=O)N/N=C\C=C\c2ccc3c(c2)OCO3)c1C	i	i	i	-2	0	i	i	13	-12	-2	i
O=C(Cn1cnc2c(nnn2Cc2ccc(Cl)cc2)c1=O)NCC1CCCO1 (stereo unspecified)	i	i	i	-1	-3	i	i	0	-9	-10	i
COc1ccccc1-n1c(C)nnc1SCC(=O)Nc1cc(C)cc(C)c1	i	i	i	0	2	i	i	1	-2	-3	i
O=C(C1CCN(S(=O)(=O)c2ccccc2)CC1)N1CCCCCC1	i	i	i	-4	2	i	i	-3	-6	-3	i
CCCCN(CC)C(=O)Cn1c(=O)sc2ccccc21	i	i	i	-2	2	i	i	4	8	-2	i
Cc1ccc(S(C)(=O)=NC(=O)NC(=O)c2c(Cl)cccc2Cl)cc1 (stereo unspecified)	i	i	i	8	-1	i	i	-1	0	-6	i
CCC(=O)C1CCCN(C(=O)CCc2nnc(-c3ccc(C(C)=O)s3)o2)C1 (stereo unspecified)	i	i	i	-2	0	i	i	-3	-2	-8	i
COc1cccc(CNc2ncnc3cc(Cl)ccc23)c1	i	i	i	/	3	i	i	1	/	-18	i
CCOC(=O)C1=C(N)Oc2ccc3ccccc3c2C1c1cccnc1 (stereo unspecified)	i	i	i	-2	0	i	i	3	4	-6	i
CCC1=C2CC[C@H]3C(=O)N(CC)C(=O)[C@H]3[C@H]2[C@@]2(Cc3ccccc3)C(=NCCOC)OC(=O)N2C1=O	i	i	i	0	-2	i	i	36	-2	-5	i
O=C(COc1ccc2c3c(c(=O)oc2c1)CCCC3)NCc1ccncc1	i	i	i	1	-5	i	i	4	-6	-12	i
NNC(=O)c1sccc1OCc1ccc(Cl)cc1	i	i	i	-3	-1	i	i	-4	0	0	i
Cc1oc(/C=N/NC(=O)CC2(C)OCCO2)cc1Br	i	i	i	-2	4	i	i	1	2	-7	i
Cc1ccc(N2CC(C(=O)Nc3ccc4c(c3)OCO4)CC2=O)cc1 (stereo unspecified)	i	i	i	-3	-5	i	i	0	0	-9	i
COCCNC(=O)CN1C(=O)COc2ccc(S(=O)(=O)N3CCCCCC3)cc21	i	i	i	/	3	i	i	0	/	-9	i
O=C(N/N=C/C1CC=CCC1)c1ccc(Cl)cc1O (stereo unspecified)	i	i	i	-1	1	i	i	1	-5	-8	i
CC[C@H](C)/C=C/C1=CC2=C(Cl)C(=O)[C@@]3(C)OC(=O)C(C(=O)[C@H](C)[C@@H](C)O)=C3C2=CO1	i	i	i	-3	2	6*	i	-6	9	-30	i
COc1ccc(-c2nnc(SCC(=O)Nc3cc(F)ccc3C)o2)cc1	i	i	i	-1	4	i	i	4	-8	-11	/
CC(C)=CC(=O)N1CCC(n2nccc2NC(=O)CCc2ccccc2)CC1	i	i	i	-2	/	i	i	-1	-1	-4	i
CCOc1cc(C2C3=C(CCCC3=O)N(CC(=O)O)C3=C2C(=O)CCC3)ccc1OC	i	i	i	6	2	i	i	/	2	-7	i
CCN(CC)CC(=O)Nc1c(C)cc(C(C)(C)C)cc1C	i	i	i	-2	1	i	i	2	1	-6	i
COC(=O)C1CCN(C(=O)c2cc3c(=O)n4cccc(C)c4nc3n2Cc2ccccc2)CC1	i	i	i	-1	0	i	i	/	-5	-9	i
CCc1cccc(C)c1NC(=S)N(CCCN1CCN(C)CC1)Cc1cccs1	i	i	i	-2	0	i	i	-16	6	0	i
Cc1ccc(NC(=O)C2C3C=CC4(O3)C2C(=O)N(CCCN2CCCC2)C4C(=O)NC2CCCCC2)cc1Cl (stereo unspecified)	i	i	i	-2	/	i	i	-1	1	-7	i
CC(C(=O)NCc1ccccc1)N(Cc1ccccc1Cl)C(=O)c1snc(C(N)=O)c1N (stereo unspecified)	i	i	i	-3	/	i	i	18	-4	-14	i
CCOc1ccc(NCc2cccn2-c2nnc(N3CCC(C(=O)NCCCN4CCCCC4)CC3)s2)cc1	i	i	-9*	2	-2	i	i	0	4	-4	i
CCCS(=O)(=O)N1CCN(C(=O)CCC2CCCC2)CC1	i	i	i	0	3	i	i	-2	-8	1	i
Cn1c(Sc2ccc(Cl)cc2)c(C=O)c2ccccc21	i	i	i	-1	3	7*	-8.2*	-6	1	-7	i
Cc1cc(C)c2c(=O)[nH]n(C(C)C)c2n1	i	i	i	2	-1	i	i	4	9	-7	i
CCOc1ccc2c(c1)C(=O)c1cc(OCC(=O)O)ccc1-2	i	i	i	-1	1	i	i	13	-8	-6	i
CCOC(=O)c1cnn(-c2ccccc2)c1-n1cccc1C(=O)C(=O)N(C)C	i	i	i	-3	0	i	i	3	6	-2	i
N#CC1=C(N)OC2=C(C(=O)CC(c3ccco3)C2)C1c1ccc(OCc2c(F)cccc2Cl)cc1 (stereo unspecified)	i	i	i	2	-1	i	i	-6	1	-3	i
CN1CCN(c2nc(Nc3ccc(F)cc3)nc(Nc3ccc(F)cc3)n2)CC1	i	i	i	1	0	i	i	0	-5	-23	i
CC1CCCCC1NC(=O)CCS(=O)(=O)c1cccc2nonc12 (stereo unspecified)	i	i	i	-1	3	i	i	2	-6	-9	i
Cc1ccc(Cn2c(CN3CC(C)OC(C)C3)nc3c2c(=O)n(C)c(=O)n3C)cc1 (stereo unspecified)	i	i	i	-2	0	i	i	4	0	-6	i
C1CCN(c2nc3nonc3nc2N2CCCC2)C1	i	i	i	0	1	i	i	-2	-3	-18	i
COc1ccc(OC)c(S(=O)(=O)N2CCC(C(=O)NCc3ccccc3)CC2)c1	i	i	i	1	0	i	i	-4	1	-11	i
CN(C(=O)c1cccc(Br)c1)C1CCS(=O)(=O)C1 (stereo unspecified)	i	i	i	-4	4	i	i	-10	8	-6	i
COc1ccc(-c2cn(Cc3cccc(OC)c3)nn2)cc1	i	i	i	-2	0	i	i	-3	4	-2	i
CC(C)(CN=C1NS(=O)(=O)c2ccccc21)CNC(=O)c1ccccc1	i	i	i	2	3	i	i	0	-9	0	i
Cc1nn(C)c(C(=O)N/N=C/c2ccc(-c3ccccc3)cc2)c1Cl	i	i	i	3	-1	i	i	-9	3	-13	i
CC(C)(C)C1CCc2sc(C(=O)NNC(=O)CCl)cc2C1 (stereo unspecified)	i	i	i	/	2	i	i	-2	/	-7	i
CCn1c(SCc2nc3ccccc3[nH]2)nnc1-c1cnccn1	i	i	i	0	2	i	i	1	-2	-12	i
Cc1ccccc1C(=O)N1c2ccccc2OCC1C(C)(C)C (stereo unspecified)	i	i	i	1	3	i	i	-2	-4	-3	i
Nc1ccc2c3c(cccc13)CC2	i	i	i	0	1	i	i	6	-19	-11	i
Cc1ccc(C(=O)Nc2sc(C)c(C)c2C(=O)c2ccccc2)cc1	i	i	i	-2	0	i	i	-8	-2	-10	i
COc1ccc(COC(=O)c2ccc(Cl)c(S(=O)(=O)N3CC(C)OC(C)C3)c2)cc1 (stereo unspecified)	i	i	i	-1	2	i	i	4	11	-9	i
Cc1cccc2nc(COc3ccc4ccccc4c3Br)cn12	i	i	i	3	0	i	i	1	/	-6	i
CC1(C)C(=O)OC(c2cccn2-c2ccc([N+](=O)[O-])cc2)C(C)(C)C1=O (stereo unspecified)	i	i	i	5	5	i	i	-1	-1	-9	i
CC(C)C[C@H](NC(=O)N1CCn2c1nc1ccccc12)C(=O)NCCc1ccccc1	i	i	i	0	0	i	i	6	4	-6	i
Next part
SMILES	KCNK3 block	KCNQ1 pot	RGS4 pot	GSK3A inh	GSK3beta inhib	KCNQ1 block	KCNK9 block	Dyrk1A ADPGlo	HDAC3 inhib	hERG rescue	PolyA inh
CC(=O)c1ccc(-n2c(=O)[nH]c(=O)c3c(N)c(C(=O)c4ccc(Cl)cc4)sc32)cc1	i	i	i	2	-1	i	i	-2	-3	-5	i
CCOc1ccc(NS(=O)(=O)c2ccc(NC(C)=O)c(OC)c2)cc1	i	i	i	-1	3	i	i	-3	-1	-6	i
CC(C)(C)c1ccc(OCCCn2ccnc2)cc1	i	i	i	-3	-2	i	i	3	?	-8	i
O=c1cc(CCl)nc2sc3ccccc3n12	i	i	i	/	1	i	i	/	/	-8	i
Cc1ccc(CNC(=O)c2ccc3c(=O)n(CC4CCCO4)c(=S)[nH]c3c2)cc1 (stereo unspecified)	i	i	i	4	1	i	i	1	8	-7	i
COc1ccc(OC)c(S(=O)(=O)Nc2ccccc2SC)c1	i	i	i	/	2	i	i	-2	0	-12	i
COc1cccc(/C(O)=C2/C(=O)C(=O)N(CCN(C)C)C2c2ccc(Br)cc2)c1 (stereo unspecified)	i	i	i	-3	0	i	i	6	5	-6	i
O=C(CCc1ccncc1)NC1CCCc2c1cnn2-c1ccc(F)cc1F (stereo unspecified)	i	i	i	-1	1	i	i	0	2	-10	i
Cc1cc(=O)[nH]c(SCC(=O)N2CCN(C(c3ccccc3)c3ccccc3)CC2)n1	i	i	i	-2	2	i	i	3	4	-8	i
O=S(=O)(NCC(O)COCc1ccco1)c1cccs1 (stereo unspecified)	i	i	i	6	-3	i	i	0	-2	-10	i
CC(C)(C)c1ccc(Cn2nnc3c(=O)[nH]c(C4CCN(C(=O)Cc5cccs5)CC4)nc32)cc1	i	i	i	-2	2	i	i	-4	6	-11	i
